High-throughput results: PubChem, National Center for Advancing Translational Sciences (NCATS)
Eya2 inh = Eya2 (human) phosphatase inhibition | O00167 | recombinant Eya2, OMFP fluorescence dephosphorylation (OMFP is methylfluorescein phosphate) | Potency, µM (top dose mostly 76.9 µM), without a hit: at the highest dose activity, negative = inhibition, hits mostly inhibitors | 330,000 compounds, 0.006% hits | AID 488837; also: potency is read from the fitted curve at half-maximal effect; % is scaled to controls: 0 for no effect and ±100 for the full control effect
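Eya2 protein (added as 0.2 uM solution) was preincubated with compound for 10 min at ambient temperature in 50 mM HEPES pH 7.5, 50 mM NaCl, 5 uM MgCl2, 0.05% BSA, 1 mM DTT. OMFP (added at 50 uM) then reacted 10 min; fluorescence read at 485/525 nm.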
Chronic BCR inh = blocks chronic active B-cell receptor signaling | ABC-DLBCL IkBa-CBG/CBR reporter, luminescence ratio, 4 h | Potency, µM (highest dose often 46.1 µM), without a hit: at the top dose ratio change, negative = lower green/red ratio, usual class: inhibitors | 340,000 compounds, 0.05% hits | AID 493014; active = well fitted inhibition curve with a large enough effect in the signal ratio, with a control signal flat, not every such curve was filed as active; inconclusive = small, poorly fitted or top-dose-only effect, or effect the other way, or a change in a side signal; the % refers to the signal ratio;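 also: potency is read from the fitted curve at half-maximal effect; plate controls were basal doxycycline-induced cells for no effect and cells given 10 µM MG132 for full effect; MG132 reads +100%, hits lower the ratio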
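TMD8 human ABC-DLBCL cells with doxycycline-inducible IκBα–green luciferase fusion and unfused red luciferase, in 0.5% FBS medium; compounds up to 46 uM, 4 h at 37C. Green/red luminescence ratio, filter-overlap corrected, fitted to concentration-response curves.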
GALK inh = blocks human galactokinase activity | Purified GALK, Kinase-Glo residual ATP luminescence | Potency, µM (highest dose often 57.5 µM), without a hit: at the top dose activity change, negative = inhibition, hits mostly inhibitors | 270,000 compounds, 0.007% hits | AID 1868; also: potency is read from the fitted curve at half-maximal effect; % is scaled to controls: 0 for no effect and ±100 for the full control effect
Target sequence (P51570 whole entry, looked up): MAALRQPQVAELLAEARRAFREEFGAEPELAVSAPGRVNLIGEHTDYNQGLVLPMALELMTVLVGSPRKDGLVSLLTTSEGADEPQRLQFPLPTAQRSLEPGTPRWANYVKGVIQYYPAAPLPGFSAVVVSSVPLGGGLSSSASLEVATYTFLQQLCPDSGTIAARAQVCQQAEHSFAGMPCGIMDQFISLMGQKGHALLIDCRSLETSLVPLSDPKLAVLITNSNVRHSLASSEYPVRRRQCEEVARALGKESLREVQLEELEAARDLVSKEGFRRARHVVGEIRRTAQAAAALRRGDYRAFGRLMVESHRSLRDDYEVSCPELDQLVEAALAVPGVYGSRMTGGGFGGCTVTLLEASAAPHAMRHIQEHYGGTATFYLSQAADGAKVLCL
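Kinase-Glo Plus luminescence measured ATP left after a 1 h room-temperature reaction. The reaction used 5 nM GALK, 100 uM galactose and 35 uM ATP at pH 8.0 (20 mM HEPES, 5 mM MgCl2, 60 mM NaCl, 1 mM DTT, 0.01% BSA).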
KCNH2 WT inh = KCNH2 (human, wildtype) channel inhibition. Q12809. U2OS, BacMam KCNH2, thallium flux FluxOr; stronger effect = lower value. activity change, % at 1.84 µM. 340,000 compounds, 0.37% hits. AID 720551;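 active = maximum activity change below -70%; inconclusive = maximum activity change between -70% and -50%; inactive = maximum activity change above -50%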; also: % is scaled to controls: 0 for no effect and ±100 for the full control effect
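U2OS cells were transduced with wild-type KCNH2 virus (2.03 x 10^8 / mL) for 4 h at room temperature, then cultured overnight at 37 C. Thallium flux was read with FluxOr dye. Rate constants were normalized to DMSO controls.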
USP2a inh = inhibitors of human ubiquitin-specific protease USP2a. O75604. USP2 core, Ub-CHOP2 coupled fluorogenic reporter, 485/531. Potency, µM (doses to about 38.3 µM), inactives show top-dose activity change, negative = inhibition, usual class: inhibitors. 330,000 compounds, 0.01% hits. AID 463254;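 also: potency is read from the fitted curve at half-maximal effect; plate controls were DMSO wells for no effect and full inhibition by NEM control for full effect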
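USP2 core (10nM final) preincubated 30min RT with compound in 20mM Tris-HCl pH 8.0, 2mM CaCl2, 2mM beta-mercaptoethanol, 0.05% CHAPS; 25nM Ub-CHOP2 plus 25nM reporter substrate added, fluorescence (Ex485/Em531) read after 60min.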
PKM2 act = increases activity of human pyruvate kinase M2. P14618. purified PKM2, Kinase-Glo ATP luminescence, activation; response scale: 0% is enzyme alone, no compound. 260,000 compounds, 0.34% hits. Potency, µM (series often up to 57.5 µM), without a hit: at the top dose activation, actives largely listed as activators. AID 1631; also: potency is read from the fitted curve at half-maximal effect; % is scaled to controls: 0 for no effect and ±100 for the full control effect; nearly all actives have a fitted effect of over 55% in size
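Purified hPK-M2 (>95% pure) converted ADP (0.1 mM final) to ATP with 0.5 mM PEP in 50 mM imidazole pH7.2, KCl, MgCl2, Tween 20, BSA; 1 h at room temperature. ATP detected by Kinase-Glo luminescence.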
Menin-MLL TR inh = inhibitors of human menin-MLL interaction, mutant MLL peptide | O00255 | Menin + Texas Red MLL mutant peptide, fluorescence polarization | Potency, µM (highest dose often 61.6 µM), inactives show top-dose FP activity change, negative = inhibition, actives largely listed as inhibitors | 270,000 compounds, 0.23% hits | AID 1768; active = well fitted inhibition curve with a large enough effect in the polarisation, with a control signal flat, not every such curve was filed as active; inconclusive = small, poorly fitted or top-dose-only effect, or effect the other way, or a change in a side signal; inactive = no such curve, though single readings can be large or run the other way; the % refers to the polarisation; also: potency is read from the fitted curve at half-maximal effect; % of control where 0% means no effect; many of its hits are not listed in these tables
Target sequence (O00255 whole entry, looked up): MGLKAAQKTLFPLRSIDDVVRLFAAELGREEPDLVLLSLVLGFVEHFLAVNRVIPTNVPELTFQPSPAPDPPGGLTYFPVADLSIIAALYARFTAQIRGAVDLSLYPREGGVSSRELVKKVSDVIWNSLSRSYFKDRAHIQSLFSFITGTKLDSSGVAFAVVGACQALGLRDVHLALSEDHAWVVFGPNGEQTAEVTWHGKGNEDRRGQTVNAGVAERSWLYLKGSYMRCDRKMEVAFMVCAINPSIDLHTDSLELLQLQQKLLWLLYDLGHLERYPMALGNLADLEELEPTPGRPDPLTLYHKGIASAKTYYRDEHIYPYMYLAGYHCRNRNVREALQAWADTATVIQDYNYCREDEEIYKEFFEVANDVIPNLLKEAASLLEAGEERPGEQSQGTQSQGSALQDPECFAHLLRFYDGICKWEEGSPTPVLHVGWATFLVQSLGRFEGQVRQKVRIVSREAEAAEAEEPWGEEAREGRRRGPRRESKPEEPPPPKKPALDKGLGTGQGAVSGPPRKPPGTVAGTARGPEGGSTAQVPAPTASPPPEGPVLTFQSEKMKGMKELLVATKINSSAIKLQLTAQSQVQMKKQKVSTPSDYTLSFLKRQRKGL
Mito fusion act = blocks mitochondrial division or promotes mitochondrial fusion | S. cerevisiae fusion-defective mutant growth rescue, CellTiterGlo 48 h | Potency, µM (doses to about 46.1 µM), for the others: at the highest dose growth rescue (activation), hits mostly activators | 320,000 compounds, 0.23% hits | AID 485298;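 also: potency is read from the fitted curve at half-maximal effect; % of control where 0% means no effect; nearly all actives have a fitted effect of over 45% in size; temperature-sensitive fusion mutants such as fzo1-1 at 37 °C on non-fermentable ethanol glycerol medium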
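Read-out: ATP-based luminescence (CellTiterGlo, 10 min ambient) reporting growth of fusion-defective ts yeast after 48 hours at 37C on glycerol/ethanol YPEG medium in the presence of compound.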
TSHR antag = blocks TSH signaling through the human TSH receptor | activity change, negative = inhibition, % at 11.5 µM | TSHR-expressing cells, TSH-stimulated cAMP HTRF, 2 h; stronger effect = lower value | P16473 | AID 504810 | 330,000 compounds, 0.2% hits;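 active = activity change below a set negative limit, meaning inhibition stronger than a set level, cut at about -70% in these data; inconclusive = activity change between two set negative limits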; also: % is scaled to controls: 0 for no effect and ±100 for the full control effect
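TSHR-expressing cells, 200/well, pre-treated with compound, then stimulated with EC80 TSH (4nM final) for 2 hours at 37 deg C. cAMP measured by competitive HTRF: anti-cAMP cryptate antibody in lysis buffer plus cAMP-d2, read after 30 minutes at room temperature.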
MBNL1-CUG inh = inhibitors of human MBNL1 binding to CUG repeat RNA; 280,000 compounds, 0.036% hits; Potency, µM (series often up to 57.5 µM), for the others: top-dose activity change, negative = inhibition, actives largely listed as inhibitors; TR-FRET MBNL1-His/biotin-(CUG)12 binding, 665/545 ratio; Q9NR56; active = well fitted inhibition curve with a large enough effect in the signal ratio, with a control signal flat, not every such curve was filed as active; inconclusive = small, poorly fitted or top-dose-only effect, or effect the other way, or a change in a side signal; inactive = no such curve, though single readings can be large or run the other way; the % refers to the signal ratio; also: potency is read from the fitted curve at half-maximal effect; % is scaled to controls: 0 for no effect and ±100 for the full control effect
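TR-FRET readout: Ex 340 nm, 665/545 nm emission ratio, normalized to buffer-only (basal) and MBNL1-(CUG)12 controls. Complex of MBNL1-His with Biotin-(CUG)12, compounds 92 nM–58 uM, incubated 60 min at room temperature.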
ASM inhibitor = inhibitors of human secretory acid sphingomyelinase | P17405 | placental ASM, HMU-PC fluorogenic substrate, 60 min | Potency, µM (series often up to 57.5 µM), for inactives: at the top dose activity change, negative = inhibition, usual class: inhibitors | 340,000 compounds, 0.006% hits | AID 504937; also: potency is read from the fitted curve at half-maximal effect
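HMU-PC0 cleavage (9 uM final) by human placental ASM, 60 min at 37 °C following 10 min compound exposure at RT; stopped at pH 10, fluorescence Ex 386/Em 447 nm.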
* marks the source's active call; other numbers are inactive results; ? = inconclusive; . = no result given; [ ] = another dose, or the depositor's remark. Unless noted, calls follow the shape of the dose curve; as a rule, active = well fitted curve in the direction sought with a large enough effect; inconclusive = small, poorly fitted or top-dose-only effect, or another doubt; inactive = no such curve, though single readings can be large; an effect the other way counts as inactive or inconclusive.

SMILES	Eya2 inh	Chronic BCR inh	GALK inh	KCNH2 WT inh	USP2a inh	PKM2 act	Menin-MLL TR inh	Mito fusion act	TSHR antag	MBNL1-CUG inh	ASM inhibitor
COc1cc2[nH]c(=O)n(CCCCCC(=O)N3CCN(c4ccccn4)CC3)c(=O)c2cc1OC	7%	8%	-1%	4	2%	-19%	-18%	0%	20	-12%	-2%
CC1=NN(S(=O)(=O)c2ccc(Cl)cc2Cl)C(=O)c2ccccc2O1	8%	-10%	0%	7	7%	1%	.	20%	-9	-3%	-2%
CNC(=O)c1nc(C)c(C2(C)CC(c3cccc([N+](=O)[O-])c3)=NO2)s1 (configuration not stated)	-7%	-1%	-2%	2	-5%	2%	.	10%	-8	?	-1%
CS(=O)(=O)N1CCN(S(=O)(=O)c2ccccc2[N+](=O)[O-])CC1	6%	?	13%	-3	0%	12%	-1%	2%	4	8%	6%
O=C(O)c1cccc(NC(=S)NC(NC(=O)c2cccc([N+](=O)[O-])c2)C(Cl)(Cl)Cl)c1 (configuration not stated)	8%	-1%	-2%	0	-10%	-3%	.	-4%	1	?	-5%
O=C(Nc1ccnn1C1CCN(C/C=C/c2ccccc2)CC1)c1ccccc1Cl	-5%	1%	-4%	-107*	-10%	-4%	.	-1%	32	-6%	2%
CCC(CC)C(=O)c1c[nH]c(C(=O)NCC2CCCO2)c1 (configuration not stated)	1%	6%	-3%	3	4%	-4%	3%	0%	6	2%	0%
O=C(c1ccc(OC2CCN(Cc3ccccc3C(F)(F)F)CC2)cc1)N1CCCCC1	-14%	4%	-7%	-4	-1%	-3%	.	-8%	-23	1%	.
Brc1ccc(C2=Nn3c(Cn4nnc5ccccc54)nnc3SC2)cc1	-3%	-17%	5%	4	1%	-9%	.	-1%	-10	4%	-9%
Oc1ccc(Nc2ncnc3c2oc2ccccc23)cc1	16%	?	.	-1	1%	.	.	1%	13	-7%	-1%
CCOC(=O)c1ccccc1NC1CC(=O)N(c2ccccc2C)C1=O (configuration not stated)	-7%	-23%	-1%	0	1%	13%	1%	-7%	-7	-3%	246%[activator]
COCCN(C(=O)CSc1nnc(C)n1Cc1ccccc1)c1c(N)n(Cc2ccccc2)c(=O)[nH]c1=O	-5%	?	0%	1	0%	2%	-4%	-1%	4	3%	0%

An excerpt from above with just USP2a inh:
SMILES	USP2a inh
O=C(O)c1cccc(NC(=S)NC(NC(=O)c2cccc([N+](=O)[O-])c2)C(Cl)(Cl)Cl)c1 (configuration not stated)	-10%
COc1cc2[nH]c(=O)n(CCCCCC(=O)N3CCN(c4ccccn4)CC3)c(=O)c2cc1OC	2%

(more compounds)
SMILES	Eya2 inh	Chronic BCR inh	GALK inh	KCNH2 WT inh	USP2a inh	PKM2 act	Menin-MLL TR inh	Mito fusion act	TSHR antag	MBNL1-CUG inh	ASM inhibitor
COC(=O)C(NS(=O)(=O)c1cccc(S(=O)(=O)NC(C(=O)OC)c2ccccc2)c1)c1ccccc1 (configuration not stated)	-3%	?	.	2	3%	3%	11%	-2%	16	-5%	-8%
COc1ccc(CCNC(=O)CN2C(=O)c3ccccc3C2=O)cc1	3%	-13%	0%	-1	4%	1%	9%	1%	-8	4%	0%
CSc1ccccc1NC(=O)C1=CC(c2ccc(C)cc2)=NS(=O)(=O)N1C	-2%	?	.	5	2%	4%	?	4%	-8	?	?
Cc1nc(/N=C(\N)NC(=O)N2c3ccccc3Sc3ccccc32)nc2ccccc12	4%	-1%	1%	11	2%	-4%	2%	?	0	-3%	-8%
O=C(Nc1ccc(Cl)cc1)Nc1ccccn1	-3%	?	0%	-1	1%	0%[11.5 µM]	2%	0%	-1	-15%	1%
O=C/C(=C\Nc1ccccn1)c1nc2ccccc2o1	7%	17%	0%	9	3%	4%	10%	10%	2	27%	32%[activator]
COc1ccc(CNC(=O)C2CCN(S(=O)(=O)c3ccc4c(c3)NC(=O)C(C)S4)CC2)cc1 (configuration not stated)	1%	2%	-2%	-5	0%	.	.	-4%	-5	79%[activator]	-5%
CCOC(=O)CNc1cccc(C(F)(F)F)c1	-12%	1%	1%	-15	1%	1%	-20%	4%	22	-9%	1%
O=C(N/C(=C/c1ccc(Br)cc1)C(=O)N1CCOCC1)c1ccc(Br)o1	-21%	-11%	-1%	9	-1%	14%[0.46 µM]	0%	8%	-10	9%	1%
COc1ccc(/C=N/c2oc(-c3ccccc3)cc2C#N)cc1OC	8%	9%	1%	-2	-2%	-11%	?	0%	9	1%	-1%
COc1ccccc1-c1cc(N)n[nH]1	-15%	?	-1%	16	-12%	-2%	-21%	1%	-3	3%	1%
COc1ccccc1OCC(=O)NCC(C)NC(=O)COc1ccccc1OC (configuration not stated)	-19%	0%	.	0	0%	.	.	2%	10	.	.

An excerpt from above in order of the Mito fusion act value, largest number first:
molecule	Mito fusion act
CSc1ccccc1NC(=O)C1=CC(c2ccc(C)cc2)=NS(=O)(=O)N1C	4%
COc1ccccc1-c1cc(N)n[nH]1	1%
COc1ccc(/C=N/c2oc(-c3ccccc3)cc2C#N)cc1OC	0%
COC(=O)C(NS(=O)(=O)c1cccc(S(=O)(=O)NC(C(=O)OC)c2ccccc2)c1)c1ccccc1 (configuration not stated)	-2%

The results go on:
SMILES	Eya2 inh	Chronic BCR inh	GALK inh	KCNH2 WT inh	USP2a inh	PKM2 act	Menin-MLL TR inh	Mito fusion act	TSHR antag	MBNL1-CUG inh	ASM inhibitor
Cc1ccccc1NC(=S)NCc1ccc(F)cc1	4%	2%	0%	0	0%	0%	5%	-17%	-4	-26%	0%
Cc1ccc(NC2c3ncccc3C(=O)N2Cc2cccs2)cc1C (configuration not stated)	2%	0%	-13%	22	3%	-2%	-10%	-1%	-3	-3%	-4%
COc1ccc(N(CC(=O)NCCc2ccc(S(N)(=O)=O)cc2)S(=O)(=O)c2c(C)noc2C)cc1	10%	-2%	-3%	-17	1%	.	.	1%	7	-4%	2%
C=C1CCC[C@]2(C)C[C@H]3OC(=O)C(CNC(C)CCCC(C)C)[C@H]3CC12 (some centres not stated)	3%	?	-2%	-11	0%	.	?	-32%	-21	-5%	5%
CC1CCCCN1CCCNc1ccc(C(CC(N)=O)NC(=O)Cc2ccc(Cl)cc2)cc1[N+](=O)[O-] (configuration not stated)	8%	-5%	.	17	1%	-4%	3%	2%	-3	?	2%
O=C(CN(c1ccccn1)S(=O)(=O)c1ccccc1)Nc1ccccc1	?	-12%	11%	-12	2%	-1%	0%	2%	5	.	-3%
Brc1ccc(CSc2ncn[nH]2)cc1	-16%[15.4 µM]	-4%	1%	2	1%	-1%	7%	2%	-4	9%	3%
CC(=O)Nc1nc(CC(=O)c2ccccc2)cs1	12%	-8%	4%	-7	0%	0%	12%	1%	3	-4%	1%
CN(C)c1ccc(C(=O)c2ccccc2C(=O)O)c(O)c1	-1%	10%	2%	5	-1%	4%	7%	-4%	5	1%	-3%
Cc1ccc(S(=O)(=O)N2CCC(C(=O)N[C@@H](C)C(=O)Nc3ccc4c(c3)OCO4)CC2)cc1	28%	-2%	2%	7	-2%	-12%	6%	5%	14	-7%	-1%
COc1ccc(-n2nnnc2SCC(=O)N2CCCc3ccccc32)cc1OC	3%	4%	-2%	-7	3%	-11%	-14%	-4%	-7	?	1%
Cc1ccc(S(=O)(=O)N2c3ccccc3CC2C)cc1 (configuration not stated)	-9%	1%	-1%	10	3%	-1%	5%	1%	-9	-2%	-7%

An excerpt; rates above refer to the full screens.
